Growth percent in the NCI-60 one-dose screen (48 h, 10 µM unless noted): 100 = growth as untreated, 0 = no growth, -100 = all killed.
HL-60(TB): HL-60(TB) leukemia cells. hit rate 9% among 78,000. AID 1794776; active = growth percent below 10
Numbers without * were called inactive; & = joins results of further samples.

The first 17 compounds (preview)
SMILES | HL-60(TB)
Oc1ccc(O)c(/C=N/NC(=S)NC2CC3CC2C2C=CCC32)c1 (configuration not stated) | 39
O=C1Nc2ccccc2C(c2c[nH]c3ncccc23)N1 (configuration not stated) | 104
CS(=O)(=O)c1ccc(-c2cc(-c3nnc(SCC(=O)c4ccccc4)n3-c3ccccc3)c3ccccc3n2)cc1 | 72
N#Cc1ccc(NC(=O)Nc2cccc(C#N)c2)cc1 | 69
O=C1c2ccccc2C(=Cc2ccccc2)c2ccccc21 | -1.3*
C#CCOc1ccc(/C=N/Nc2nc(-c3cc4c(C(C)(C)C)cc(C(C)(C)C)cc4oc3=O)cs2)cc1OC | 66
CC(/C=C\c1ccccc1)c1ccccc1 (configuration not stated) | 97
Nc1ccnc2cc(Cl)ccc12 | 132
NC(=O)C(=Cn1c(=S)[nH]c2ccc([N+](=O)[O-])cc21)C(N)=O | 105
CCOC(=O)NC(=S)n1oc(=O)c2ccccc21 | 104
c1ccc(CCCNCCc2ccccc2)cc1 | 92
CCOC(=O)c1cnn(C)c1N | 103
C(=N\N1CCCCCC1)/c1ccccc1 | 93
N#Cc1cccc(CN2CCc3ncn(Cc4ccc(Cl)cc4)c(=O)c3C2)c1 | 14
C=CCCCCCCCCC(C)=O | 90
CCc1ccc(C(=Nc2ccc(N(C)C(=O)CN3CCN(C)CC3)cc2)c2c(O)[nH]c3ccc(C(=O)OC)cc23)cc1 | -67*
CC(C)Cc1ccc(C(C)C(=O)OCc2ccc(Cn3c(=O)sn(CCCl)c3=O)cc2)cc1 (configuration not stated) | 95

The list itself (from the top)
SMILES | HL-60(TB)
Oc1ccc(O)c(/C=N/NC(=S)NC2CC3CC2C2C=CCC32)c1 (configuration not stated) | 39
O=C1Nc2ccccc2C(c2c[nH]c3ncccc23)N1 (configuration not stated) | 104
CS(=O)(=O)c1ccc(-c2cc(-c3nnc(SCC(=O)c4ccccc4)n3-c3ccccc3)c3ccccc3n2)cc1 | 72
N#Cc1ccc(NC(=O)Nc2cccc(C#N)c2)cc1 | 69
O=C1c2ccccc2C(=Cc2ccccc2)c2ccccc21 | -1.3*
C#CCOc1ccc(/C=N/Nc2nc(-c3cc4c(C(C)(C)C)cc(C(C)(C)C)cc4oc3=O)cs2)cc1OC | 66
CC(/C=C\c1ccccc1)c1ccccc1 (configuration not stated) | 97
Nc1ccnc2cc(Cl)ccc12 | 132
NC(=O)C(=Cn1c(=S)[nH]c2ccc([N+](=O)[O-])cc21)C(N)=O | 105
CCOC(=O)NC(=S)n1oc(=O)c2ccccc21 | 104
c1ccc(CCCNCCc2ccccc2)cc1 | 92
CCOC(=O)c1cnn(C)c1N | 103
C(=N\N1CCCCCC1)/c1ccccc1 | 93
N#Cc1cccc(CN2CCc3ncn(Cc4ccc(Cl)cc4)c(=O)c3C2)c1 | 14
C=CCCCCCCCCC(C)=O | 90
CCc1ccc(C(=Nc2ccc(N(C)C(=O)CN3CCN(C)CC3)cc2)c2c(O)[nH]c3ccc(C(=O)OC)cc23)cc1 | -67*
CC(C)Cc1ccc(C(C)C(=O)OCc2ccc(Cn3c(=O)sn(CCCl)c3=O)cc2)cc1 (configuration not stated) | 95
Cc1ccc(S(=O)(=O)n2cc(CNc3ccc(N4CCOCC4=O)cc3)c3ccccc32)cc1 | 67
CCS(=O)(=O)c1cc(=O)[nH]c(=O)[nH]1 | 117
COc1ccc(C2c3[nH]c4ccc(Cl)cc4c3CCN2c2oc(C)nc2C#N)cc1 (configuration not stated) | 40
Cc1ccc(C(=O)Sc2nc(-c3ccc(Cl)cc3)c(C#N)c(=O)[nH]2)cc1 | 97
O=C(Nc1cccc(NC(=O)c2cccc3ccccc23)c1)c1ccccn1 | 92
Cc1cc2ccccc2cc1C | 101
CCCCOc1ccc(NC(=O)n2ncc3cc(N=NN(C)C)ccc32)cc1 | 50
O=C(O)/C=C(\c1nc(-c2ccccc2)c(-c2ccccc2)[nH]1)c1cc(Cl)ccc1O | 106

Next section:
SMILES | HL-60(TB)
Nc1ccc(N=Nc2ccc(S(=O)(=O)O)cc2)c2ccccc12 | 63
Nc1nnc(-c2ccc3ccccc3c2O)o1 | 102
NC(=O)c1ccc[n+](CCBr)c1 | 86
CCc1cccc(C2=NS(=O)(=O)c3ccccc32)c1 | 102
N#Cc1c(N2CCOCC2)nc2sc3cc(Cl)ccc3n2c1=N | 107
COC(=O)c1ccc2c(c1)nc(-c1ccc(Cl)cc1)n2-c1ccc(Cl)cc1 | 92
NC(Cc1cnc[nH]1)C(=O)O (configuration not stated) | 88&117&89
CC(C(=O)O)c1cccc(C(=O)c2ccccc2)c1 (configuration not stated) | 99
O=C1NCC(Nc2ccc(Br)cc2Cl)C(=O)N1 (configuration not stated) | 108
C=CC[n+]1cccc(S(=O)(=O)[O-])c1 | 99
CC1(C)NCCC[C@]2(C)[C@H]3CC[C@H]4[C@H]5[C@H](C(=O)/C=C/c6cccnc6)CCC[C@]5(CO)CC[C@@]4(C)[C@]3(C)CC[C@@H]12 | 24
N#CCCP(=O)(O)CCC#N | 102
c1ccc(N=Nc2sc(N3N=C(c4cc5ccccc5o4)CC3c3c[nH]c4ccccc34)nc2-c2ccccc2)cc1 (configuration not stated) | 100
O=c1oc2ccccc2cc1-c1csc(N=Nc2c(O)n(Cc3ccccc3)c3ccc(Br)cc23)n1 | 103
SCCNC1CCCCC1 | 93
CC(=O)Oc1cccc2cccnc12 | 119
COc1c(N2CC3CCCNC3C2)c(F)cc2c(=O)c(C(=O)N/N=C/c3ccc4c(c3)OCO4)cn(C3CC3)c12 (configuration not stated) | 76
COc1cc(C2OC34CCCCC3C(C#N)(C(=N)O4)C2(C#N)C#N)cc(OC)c1OC (configuration not stated) | 94
CC(=O)[C@H]1CC[C@]2(C)[C@@H]1CC[C@@H]1[C@@]3(C)C/C(=C/c4ccccn4)C(=O)C(C)(C)[C@@H]3CC[C@]12C | 75
CCOC(=O)C1=C(N)Oc2c(c(=O)oc3ccccc23)C1c1cc(=O)oc2ccc(Cl)cc12 (configuration not stated) | 97
COc1cc(N=Nc2ccc(O)c3ncccc23)c2ncccc2c1 | -14*
C=C(CC(=O)OC)C(=O)OC | 86
COc1cc(/C=N/NC(=O)COc2ccc(NC(=O)Nc3ccc(Cl)cc3)cc2)ccc1O | 91
C/C(=N/N=C(N)N)C(=O)O | 106
COc1ccc2c(c1)nnn1c3ncccc3c(N=O)c21 | -40*

Other compounds.
SMILES | HL-60(TB)
NNC(=O)c1nc[nH]c1C(=O)NN | 112
O=[N+]([O-])c1ccc(N2CCCCC2)nc1 | 115
Cc1ccc2c(c1)N=C(Nc1ccccc1)N=S2(C)=O (configuration not stated) | 91
CCCSC(=O)c1ccccc1 | 97
Cc1nn(-c2nc3ccccc3[nH]2)c(N)c1-c1ccc(Cl)cc1 | 58
COc1c(Cl)cc(Cl)c2ccc(C=C3C(=O)N(C)C(=O)N(C)C3=O)nc12 | 98
O=C(CSc1nnc2n1N=C(c1ccc(Cl)c(Cl)c1)CS2)c1ccc(Cl)c(Cl)c1 | 85
O=C(NO)c1ccc(Cn2c(=O)n(CCc3ccc(O)cc3)c(=O)c3ccccc32)cc1 | 89
COc1ccc(/C=N/NC(N)=S)cc1 | 89
Cc1ccc2nc(-c3ccc(C(=O)N/N=C\c4ccc(F)cc4)cc3)[nH]c2c1 | 98
CC(=O)OCC(=O)[C@@]1(O)CC[C@H]2[C@@H]3C[C@H](F)C4=CC(=O)CC[C@]4(C)[C@H]3[C@@H](O)C[C@@]21C | 89
O=C(NC1CCCCC1)C(c1cccs1)N(CCc1ccccc1)C(=O)c1ccco1 (configuration not stated) | 100
O=C(O)c1c(O)ccc(N=Nc2ccc(N=Nc3ccc4c(S(=O)(=O)O)cccc4c3O)c3ccccc23)c1O | 292
CC(=O)N(CCC(C)C)c1ccccc1 | 83
CC(C)Cc1cc(CNS(=O)(=O)Cc2ccccc2)nn1-c1ccccc1 | 67
CN(C)c1ccc(/C=c2/sc3nc(=O)c(-c4ccccc4NC(=O)C(F)(F)F)nn3c2=O)cc1 | 108
O=C(NC1C(O)OC(CO)C(O)C1O)NS(=O)(=O)c1ccc(CCNC(=O)c2ccc(Cl)cc2)cc1 (configuration not stated) | 101
C(=C(c1ccccc1)c1ccccc1)=C(c1ccccc1)c1ccccc1 | 98
Cc1cc2nc3c4ccccc4n(CCO)c3nc2cc1C | 101
CC1(C)C2=C(CC[C@@H]1O)[C@@]1(C)C[C@H](c3ccoc3)OC(=O)[C@@H]1CC2 | 101
CCN(CC)CCOC(=O)c1c(OC)ccc(OC)c1OC | 105
O=c1oc2ccccc2c(=O)c2ccccc12 | 102
O=C(Nc1nc2c(Cl)cc(Cl)cc2s1)C(Cl)(Cl)Cl | 106
CC1(c2ccccc2F)NC(=O)NC1=O (configuration not stated) | 114
O=C(Nc1ccc([N+](=O)[O-])c(C(F)(F)F)c1)c1cc(-c2ccc(F)cc2F)ccc1O | 118

More structures follow.
SMILES | HL-60(TB)
O=S(=O)(Nc1ccc(Cl)c(F)c1)c1ccc(-c2cnc(C3CC3)o2)cc1 | 0.9*
CCCCCCCCCCCCN1CCS(=O)(=O)CC1 | 86
N#C/C(=C\NC(=S)NC1CCCCC1)c1nc2ccccc2s1 | 98
CC(C)(C)n1cc(-c2ccnc(NCCCNS(=O)(=O)c3ccc(F)cc3)c2)c(-c2cccc(O)c2)n1 | 40
Cc1cc(C)c(CN)cc1CN | 100
C=CCn1cc(-c2nc3ccccc3s2)c2cc(-c3ccc4c5c(cccc35)C(=O)N(N)C4=O)ccc21 | 103
O=C(/C=C/c1ccc(Cl)cc1)n1nnnc1-c1ccccc1 | 86
CC(C)CS(=O)(=O)OCCCCOS(=O)(=O)CC(C)C | 98
O=C1C(=O)c2ccccc2C(O)=C1CCCc1ccc(Oc2ccccc2)cc1 | 44
CCOC(=O)Nc1ccc(-c2ccc3c(c2)NC(=O)/C3=C\c2ccc[nH]2)cc1 | 99
O=C(Cc1ccc2c(c1)CN(C1CCC(=O)NC1=O)C2=O)NCc1cccc2ccccc12 (configuration not stated) | -25*
CC(C)(C)NC(=O)C(OC(=O)c1cccc(Cl)c1)c1ccc(Cl)cc1 (configuration not stated) | 103
CCOC(=O)C(C(C)C)N1C(=O)/C(=C/c2ccc(Br)cc2)SC1=S (configuration not stated) | 97
O=C1C=C(Nc2ccc([N+](=O)[O-])cc2)c2ccccc2C1=O | 3.6*
CC(C)=Cc1cc(-c2cc(C=C(C)C)nc(N)n2)nc(N)n1 | 93
CC(c1ccc(-n2cccn2)cc1)c1cnc(N2CCc3ccc(C(N)=O)cc3C2)s1 (configuration not stated) | 49
Cc1sc(-n2nnc(C(=O)O)c2C)c(C(=O)O)c1C | 98
O=C(O)/C=C/C(=O)Nc1cccc2cccnc12 | 101
O=S(=O)(c1ncsc1-c1ccccc1)N1CCN(c2cccc(Cl)c2)CC1 | 85
C#CCOc1cc2c(cc1CC=C)OCO2 | 88
NC(=O)c1cc(Cl)ccc1NC(=O)[C@@H]1C[C@H]1c1ccccc1 | 94
CC(=O)C(N=Nc1ccc(-c2cc(-c3ccc(N=NC(C(C)=O)C(C)=O)cc3)cc(-c3ccc(N=NC(C(C)=O)C(C)=O)cc3)c2)cc1)C(C)=O | 99
CC(C)C[C@H](N)C(=O)N[S@](=O)c1cccc(Cl)c1 | 89
O=[N+]([O-])c1ccc(Br)nc1 | 91
Cn1c(-c2ccccc2)cc2ccccc21 | 76

The results go on.
SMILES | HL-60(TB)
C[C@]12CC[C@H]3[C@@H](CCC4=CC(=O)CC[C@@]43C)[C@@H]1C[C@@H](F)[C@H]2O | 90
O=C(/C(=C/c1ccc([N+](=O)[O-])cc1)SCc1ccc(F)cc1)c1ccc(Cl)cc1 | 64
Cn1cc(-c2cc(N)n3nc(-c4c[nH]c5ccccc45)cc3n2)c2cc(F)ccc21 | 7.1*
CCOC(=O)/C(=C/c1ccc(OC)cc1)C(=O)c1ccccc1 | 44
C=C1C(=O)O[C@H]2[C@H]1CC/C(COC(=O)CSCCSCC(=O)OC/C1=C/CC[C@@]3(C)O[C@H]3[C@H]3OC(=O)C(=C)[C@@H]3CC1)=C\CC[C@@]1(C)O[C@@H]21 | -59*
O=C(Nc1cccc(C2=NCCN2)c1)c1ccc(N=Nc2ccc(C(=O)Nc3cccc(C4=NCCN4)c3)cc2)cc1 | 43
CC(Br)C(OC(=O)c1ccco1)c1cc2c(cc1Br)OCO2 (configuration not stated) | 95
C1CCC(OC2CSC2)OC1 (configuration not stated) | 105
C#CC[Se]C(=O)c1ccc2n[se]nc2c1 | 1.8*
CCS(=O)(=O)Oc1ccc2c3c(c(=O)oc2c1)CCCCC3 | 85
CCN(CC)c1cc2oc3cc(N)cc(=N)c-3nc2cc1C | -15*
COc1ccc2nc(-c3cnn4cccnc34)sc2c1 | 103
Nc1ncnc(Cl)c1[N+](=O)[O-] | 93
CCCCC1(CCCC)NC(=O)NC1=O | 94
CCN(CC)C(=O)[C@H]1CN(C)[C@@H]2Cc3c[nH]c4cccc(c34)[C@]23C[C@H]13 | 75
O=c1[nH]c2ccccc2cc1CSc1ccccc1Nc1nccc(-c2ccc3ccccc3c2)n1 | 92
CCOC(=O)c1ccc2[nH]c(-c3ccccc3)cc(=O)c2c1 | 95
CN(CCOc1ccc(CC2SC(=O)NC2=O)cc1)c1ccccn1 (configuration not stated) | 128
CNC(=O)c1cc(Oc2ccc3nc(NC(=O)Nc4ccc(CN5CCOCC5)c(C(F)(F)F)c4)sc3c2)ccn1 | 17
Cc1c([N+](=O)[O-])cc2c(c1[N+](=O)[O-])C(C)(C)CC2(C)C | 99
COc1cc2c(cc1OC)C(CNC(=O)/C=C/c1cc(OC)c(OC)c(OC)c1)C2 (configuration not stated) | 94
S=c1[nH]nc(-c2ccncc2)n1-c1ccc(Cl)cc1 | 101
CCOC(=O)C1C/C(=N\O)c2ccc(OC)c(OC)c2C1 (configuration not stated) | 104
COc1ccc(-c2ccc(SCC(=O)Nc3ccc(S(N)(=O)=O)cc3Br)nn2)cc1 | 95
CC(C)c1ccc(O)c(C(C)(C)C)c1 | 102
O=[N+]([O-])c1ccc(N=Nc2c(S(=O)(=O)O)cc3cccc(S(=O)(=O)O)c3c2O)cc1 | 111
CCCCCc1cc[n+](CC(=O)c2ccccc2)cc1 | 100&91
CC1=CC(=O)C2=C(C)CC(O)[C@@H]3[C@H](OC(=O)[C@@H]3C)[C@@H]12 (some centres not stated) | 99
Cc1ccc(NC(=O)N/C(N)=N/c2nc(=O)c3ccccc3s2)cc1 | 34

Compound activity: PubChem, NCI

A portion of the library; rates above refer to the full screens.
